Screening data (PubChem BioAssay)
V1aR counter – agonists of human V1a receptor, primary screen, counter-screen for OXTR agonist project, fluorescence, CHO-V1R cells | actives 0.25% (n = 320,000) | Fluo-8 calcium fluorescence, agonist mode; 0% DMSO, 100% 3 nM vasopressin | Vasopressin V1a receptor (Homo sapiens), P37288 | activation, % at 3 µM;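 active = activation above the mean activation of all tested compounds plus 3 SD, per screening run, cut at about 20% in these data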;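 note: signal is peak over basal fluorescence ratio across a 100 second FLIPR read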
Target sequence (P37288 whole entry, looked up): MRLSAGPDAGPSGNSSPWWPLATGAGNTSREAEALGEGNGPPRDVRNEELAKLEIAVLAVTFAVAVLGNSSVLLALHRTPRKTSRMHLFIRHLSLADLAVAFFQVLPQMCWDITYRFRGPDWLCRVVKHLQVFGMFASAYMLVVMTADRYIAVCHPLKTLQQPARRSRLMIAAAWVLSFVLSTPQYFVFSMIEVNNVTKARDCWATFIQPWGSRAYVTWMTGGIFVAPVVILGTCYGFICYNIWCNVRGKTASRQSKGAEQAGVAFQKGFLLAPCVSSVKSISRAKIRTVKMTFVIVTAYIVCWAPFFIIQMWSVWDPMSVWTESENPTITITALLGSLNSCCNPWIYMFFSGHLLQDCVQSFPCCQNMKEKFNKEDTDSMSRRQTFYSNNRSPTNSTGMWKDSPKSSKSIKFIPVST
TAAR1 agonist – human TAAR1 agonists, primary screen, Fluo-8 calcium fluorescence, CHO RD-HGA16 cells; Trace amine-associated receptor 1 (Homo sapiens), Q96RJ0; vehicle wells 0%, saturating PEA agonist 100%; activation, % at 3 µM; actives 0.99% (n = 360,000); AID 624467, 2012;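 active = activation above the mean activation of all test compounds in the run plus 3 SD, cut at about 38% in these data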
Target sequence (Q96RJ0 whole entry, looked up): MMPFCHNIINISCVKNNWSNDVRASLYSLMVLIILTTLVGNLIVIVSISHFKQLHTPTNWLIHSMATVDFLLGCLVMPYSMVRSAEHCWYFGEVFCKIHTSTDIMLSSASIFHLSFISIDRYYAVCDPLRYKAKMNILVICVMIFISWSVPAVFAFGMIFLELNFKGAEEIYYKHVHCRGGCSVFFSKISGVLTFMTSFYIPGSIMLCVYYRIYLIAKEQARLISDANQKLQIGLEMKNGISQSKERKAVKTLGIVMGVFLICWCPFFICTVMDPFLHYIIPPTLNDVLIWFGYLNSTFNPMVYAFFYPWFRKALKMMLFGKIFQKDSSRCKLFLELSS
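System: CHO-derived RD-HGA16 cells with stable Gα16 and human TAAR1 / Times: 17-24 h plating, Fluo-8 75 min 37 °C, 30 min RT / Technique: calcium-sensitive Fluo-8 signal, excitation 470-495, emission 515-575 nm / Measure: % activation relative to PEA EC100 response / Benchmarks: DMSO and PEA EC100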
CHO parental Ca – ATP-evoked calcium signal inhibitors, parental CHO, primary screen, counter-screen for OX1R antagonist project, cell-based, fluorescence, Fluo-8 calcium dye. AID 463079, 2010. parental CHO-K1, ATP-induced calcium, Fluo-8 fluorescence. actives 0.63% (n = 330,000). inhibition, % at 5.6 µM;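 active = inhibition above that plate's mean sample inhibition plus 3 SD, cut at about 26% in these data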;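 note: 0% = ATP-challenged DMSO wells and 100% = DMSO wells without ATP; some compounds past the cut are filed as inactive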
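Assay system: untransfected parental CHO cell line. Also added: ATP agonist challenge. Dosing: one dose, 5.6 µM nominal. Measured by: Fluo-8 fluorescence. Read-out: % inhibition. Benchmarks: ATP wells versus no-ATP DMSO wells. Repeats: no replicates.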
CHRM1 agonist – human M1 muscarinic receptor agonists, primary screen, Fluo-8 calcium fluorescence, CHO-K1 cells, HTS; CHO-K1 hM1, agonist mode; 0% DMSO, 100% acetylcholine EC100; activation, % at 3 µM; actives 0.33% (n = 360,000); AID 588814, 2011;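 active = activation above the run's mean compound activation plus 3 SD, cut at about 16% in these data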;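 note: peak over basal fluorescence ratio within a 140 s kinetic read after compound addition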
OXTR potentiate – human OXTR potentiators, primary screen, fluorescence, CHO-OTR cells, Fluo-8 calcium | Fluo-8 calcium fluorescence, potentiator mode; 0% = oxytocin EC15, 100% = EC100 | activation, % at 3 µM | actives 0.061% (n = 320,000) | AID 2445, 2010;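 active = activation above that plate's cutoff, the mean activation of tested compounds plus 3 SD, cut at about 6.6% in these data, passing the limit was not always enough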;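 note: 100% uses oxytocin at 75 nM as the full agonist control; some results filed as inactive read as strong as hits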
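assay system = CHO-OTR cells, human receptor | schedule = compound 6 min at room temperature before oxytocin, 100 s read | detection = Fluo-8 intracellular calcium fluorescence, ex 470-495, em 515-575 nm | evaluation = normalized max/min fluorescence ratio, % activation | control set = EC15 oxytocin alone as 0%, 75 nM oxytocin (EC100) as 100%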
CHRM1 antagonist – human M1 muscarinic receptor antagonists, primary screen, CHO-K1 cells, Fluo-8 calcium fluorescence, 1536-well; Muscarinic acetylcholine receptor M1 (Homo sapiens), P11229; CHO-K1 hM1, ACh EC80 antagonist; inhibition, % at 3 µM; actives 1.3% (n = 360,000);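 active = percent inhibition above its own plate's cutoff, namely the mean of that plate's compound wells plus 3 SD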;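 note: peak over basal fluorescence ratio during 140 s after agonist addition; 0% = ACh EC80 plus DMSO and 100% = DMSO alone without agonist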
TAAR1 antagonist – human TAAR1 antagonists, primary screen, Fluo-8 calcium fluorescence, CHO RD-HGA16 cells; actives 1.5% (n = 360,000); inhibition, % at 3 µM; Trace amine-associated receptor 1 (Homo sapiens), Q96RJ0; antagonist;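 active = inhibition above a per-plate cutoff, the mean inhibition of test compounds on that plate plus 3 SD, cut at about 49% in these data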;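 note: 0% = DMSO plus EC80 beta-PEA response and 100% = DMSO alone without agonist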
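Material: RD-HGA16 CHO cells with stable hTAAR1 and Gα16; Dosing: single nominal final test compound concentration of 3 µM; Schedule: seeding 17-24 h prior, 75-min 37 °C, 30-min RT dye loading; Detection: kinetic Fluo-8 calcium fluorescence measurement; Measure: % inhibition from peak post-agonist over basal fluorescence ratio; Benchmarks: vehicle and agonist controls.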
OXTR ag – human OXTR agonists, primary screen, fluorescence, CHO-OTR cells, Fluo-8 calcium | Fluo-8 calcium fluorescence; normalized: DMSO 0%, oxytocin 100% | activation, % at 3 µM | actives 0.32% (n = 320,000) | AID 2435, 2010;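 active = activation above the mean of all tested compounds plus 3 SD, cutoff set per screening run, cut at about 20% in these data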;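 note: peak over basal fluorescence ratio from a 100 s FLIPR kinetic read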
CHRM1 PAM – human M1 muscarinic receptor positive allosteric modulators, primary screen, CHO-K1 cells, Fluo-8 calcium fluorescence, 1536-well | activation, % at 3 µM | actives 0.088% (n = 360,000) | Muscarinic acetylcholine receptor M1 (Homo sapiens), P11229 | CHO-K1 hM1, ACh EC20; 0% = ACh EC20, 100% = maximal ACh; in the data active = activation above about 19%, passing the limit was not always enough
Starred values were filed as active, the others as inactive; . = no result given.

SMILES	V1aR counter	TAAR1 agonist	CHO parental Ca	CHRM1 agonist	OXTR potentiate	CHRM1 antagonist	TAAR1 antagonist	OXTR ag	CHRM1 PAM
Cc1occc1C(=O)Nc1cccc([N+](=O)[O-])c1C	-1.4	2	-1	-4	0	-1	-11	0.2	2
Cc1cccc(-n2c(C)cc(/C=C3\C(=N)N4N=C(CC(C)C)SC4=NC3=O)c2C)c1	0.5	2	-15	-8	-7	2	9	-0.1	-7
O=C(CSc1ccccc1)NCc1ccccn1	1.1	2	-9	-5	-3	-3	3	-0.1	5
CC1(C)CN(c2cccc(-c3ccnc4ncnn34)c2)C1=O	0.0	1	-11	-6	-7	-7	-21	-0.1	10
NC(=O)c1ccc(NC(=O)COC(=O)C2(c3cccc(F)c3)CCCC2)cc1	2.0	9	-12	0	-17	3	9	3.2	5
CC(=O)N(O)CCCCCNC(=O)CCC(=O)N(O)CCCCCNC(=O)CCC(=O)N(O)CCCCCNC(=O)CCC(=O)O	.	2	-1	1	.	-3	-19	.	5
CC(=O)N/C(=C/c1ccccc1)C(=O)NCCO	0.8	1	-5	-1	-1	-3	3	0.2	6
Cc1c(Br)c(O)c(Br)c2sc(=O)oc12	-0.6	2	1	-1	-2	-6	-29	0.4	5
CC(=O)c1c(N2CCCCC2)nc(=O)n(-c2ccccc2)c1C	0.0	14	-9	-1	4	-4	1	0.5	3
O=C(CCCn1c(=O)[nH]c2cc(Cl)ccc2c1=O)NCCCN1CCN(c2ccc(F)cc2)CC1	0.1	1	-22	-7	-13	-12	-18	-2.1	4
CC(C)C(=O)OC/C(O)=C(\C#N)c1nc2ccccc2[nH]1	1.0	3	-15	-3	-5	-5	-9	0.1	3
Cc1c(C(=O)N2CCN(Cc3nccn3C)CC2)oc2c(F)cccc12	.	1	.	-8	.	-7	13	.	1
CCC(=O)Nc1nnc(S(=O)(=O)N(C)c2ccccc2)s1	.	1	.	-2	.	-22	-10	.	7
CCc1nc2c(OCc3ccc(F)c(F)c3)cccn2c1N(C)C(=O)c1ccc(OC)cc1	.	7	.	-8	.	-8	-27	.	-8
C/C(N)=C(/C#N)C(=O)CSc1nc2ccccc2c(=O)n1-c1ccccc1C	0.9	7	-15	-1	-8	5	-3	-0.3	3
Cc1cc(=O)oc2cc(OCC#N)ccc12	0.2	1	-14	-1	-1	-13	-9	0.6	9
COC(=O)c1ccccc1S(=O)(=O)N(Cc1ccco1)Cc1cc2cc(OC)ccc2[nH]c1=O	2.0	8	-38	-1	-7	17	-4	2.7	-8
COc1ccc(-c2c(C(F)(F)F)nn(C)c2NC(=O)c2ccco2)cc1	0.6	2	-16	-2	-3	-20	-8	-1.0	5
O=C(Nc1ccc(S(=O)(=O)NC2=NCCCCC2)cc1)c1cc(S(=O)(=O)N2CCOCC2)ccc1F	-0.6	0	3	-5	-6	-8	-6	-0.6	5
CCn1c(COc2ccccc2C)nnc1SCC(=O)Nc1cc(C)on1	0.8	4	3	5	-9	-10	-9	-1.0	12
CC1CCCC(C)N1C(=O)CSc1nnnn1C1CCCC1 (stereo not drawn)	.	3	.	-13	.	-4	-2	.	8
COC(=O)Cc1ccc(NC(=O)c2ccc(NC(=O)c3ccco3)cc2)cc1	4.2	6	-6	-10	-9	0	16	1.9	-4
O=S1(=O)C=CC(Nc2cccc(Cl)c2)C1 (stereo not drawn)	0.8	20	0	-7	-1	-3	-8	0.5	3
O=S(=O)(NCc1ccccc1)NCc1ccccc1	0.7	0	-15	-7	1	4	0	-1.5	-3
COc1cccc(-n2c(SCC(=O)NC3CCCCC3)nc3n[nH]c(C)c3c2=N)c1	-1.0	9	-25	-7	-12	-31	14	-2.3	-1
SMILES	V1aR counter	TAAR1 agonist	CHO parental Ca	CHRM1 agonist	OXTR potentiate	CHRM1 antagonist	TAAR1 antagonist	OXTR ag	CHRM1 PAM
CCc1nnc(NC(=O)CSc2ccc(-c3ccc(F)cc3)nn2)s1	1.4	.	-3	.	0	.	.	0.0	.
COC(=O)C(C)Sc1nnc(Cc2cc(=O)[nH]c(=O)[nH]2)n1-c1ccc(OC)cc1 (stereo not drawn)	0.5	2	-12	-2	-1	-8	9	1.8	4
O=S(=O)(Cc1ccccc1)c1cnc2ccccc2n1	-0.7	10	10	-2	-1	-11	-1	0.5	13
CN(CC(=O)NCCc1ccc(S(N)(=O)=O)cc1)CC(=O)Nc1ccccc1C(F)(F)F	1.4	3	-13	0	-6	-21	-12	-0.6	8
Cc1ccc(C)c(Nc2ncnc(N)c2[N+](=O)[O-])c1	0.3	3	-16	-5	2	-12	-7	1.5	2
CSc1ccc(-c2nc(CSCC(=O)NCCCN3CCOCC3)c(C)o2)cc1	-0.2	0	-10	-5	-4	-3	-30	-2.0	3
S=c1[nH]nc(COc2cccc(Cl)c2)n1Cc1ccccc1	-0.2	5	-8	-7	-7	3	13	-0.4	-5
O=C(C1=NN[C@@H]2C(=O)N(c3cccc(F)c3)C(=O)[C@H]12)c1ccc2ccccc2n1	1.1	1	-31	-3	-6	-4	-4	0.6	5
O=C(Nc1ccccc1-c1ccccc1)NC1CC2CCCC(C1)N2Cc1ccc(F)cc1 (stereo not drawn)	7.5	5	-23	-14	-26	98*	6	1.3	-35
COc1ccc(C2CC(c3cc(Br)ccc3F)n3nnnc3N2)cc1 (stereo not drawn)	2.9	16	-31	-4	-20	-8	4	0.7	3
CC1=NN(c2nc(N)nc(/C(C#N)=C/c3ccc([N+](=O)[O-])o3)n2)C(C)(C)C1	.	22	.	-1	.	-2	59*	.	5
c1ccc(-c2ncc(CSc3nncn3-c3ccccc3)s2)cc1	0.0	6	-28	-4	-7	-4	-7	-0.6	7
Cc1cc[n+]2n1CC(O)C2 (stereo not drawn)	1.2	1	-1	-3	-2	-12	8	0.9	8
O=C(NC1CCN(Cc2ccccc2)C1)c1cccc(S(=O)(=O)N2CCOCC2)c1 (stereo not drawn)	.	1	.	-8	.	-3	-7	.	1
COc1cccc(CN2CCC2(C)C(=O)NCCc2ccccn2)c1OC (stereo not drawn)	.	1	.	-4	.	-15	-33	.	5
CC(C)c1cccc(C2=CC(=O)C[C@H](c3ccc(F)cc3)C2)c1	-0.2	6	-27	-8	-7	8	52*	0.0	-8
Cc1cc(C)c(NC(=O)CN2C(=O)NC3(CCCc4ccccc43)C2=O)c(Cl)c1 (stereo not drawn)	2.5	6	-22	1	-9	2	15	2.0	-1
Cc1ccc(-c2nnn(CC(=O)N(CCCO)C(C(=O)NC3CCCC3)c3ccc(Cl)cc3)n2)o1 (stereo not drawn)	2.3	3	-7	-3	-8	6	-3	1.0	-1
Nc1ncnc2nc(SCC(=O)Nc3ccccc3F)[nH]c12	-0.1	0	7	-6	1	-8	-9	0.5	9
Cc1cc(-c2nnc3n2N=C(c2ccc(-c4ccccc4)cc2)CS3)n[nH]1	2.0	45*	17	5	-9	-3	36	-0.3	-2
CSc1nn2c(C(F)(F)F)cc(C(F)(F)F)nc2c1C(=O)O	-0.5	7	-1	-2	6	-6	-7	0.1	0
COC(=O)c1cccc(-n2c(C)cc(C=O)c2C)c1C	-0.2	5	-14	-7	2	0	-16	-0.4	6
O=C(CN1C(=O)CCC1=O)NCC12CC3CC(CC(C3)C1)C2	0.7	4	-3	-5	-8	-5	-20	-0.3	6
CCc1ccc(C2=NN(S(C)(=O)=O)C(c3cccs3)C2)cc1 (stereo not drawn)	0.1	3	-7	-5	-12	8	2	-2.4	-3
Cc1ccc(-c2nnn(CC(=O)NCc3ccccc3)n2)c(-n2cnnn2)c1	0.5	9	3	-4	-14	-7	-3	-0.2	7

Pulled by compound from the entries so far:
SMILES	V1aR counter	TAAR1 agonist	CHO parental Ca	CHRM1 agonist	OXTR potentiate	CHRM1 antagonist	TAAR1 antagonist	OXTR ag	CHRM1 PAM
O=C(C1=NN[C@@H]2C(=O)N(c3cccc(F)c3)C(=O)[C@H]12)c1ccc2ccccc2n1	1.1	1	-31	-3	-6	-4	-4	0.6	5
CSc1ccc(-c2nc(CSCC(=O)NCCCN3CCOCC3)c(C)o2)cc1	-0.2	0	-10	-5	-4	-3	-30	-2.0	3

Further entries follow:
SMILES	V1aR counter	TAAR1 agonist	CHO parental Ca	CHRM1 agonist	OXTR potentiate	CHRM1 antagonist	TAAR1 antagonist	OXTR ag	CHRM1 PAM
Cc1ccc(OCC(=O)N/N=C/C=C/c2ccco2)cc1	-0.6	-1	-7	0	0	-36	-6	-0.4	13
CCC(=O)N(CCN1CCOCC1)Cc1cc2cc3c(cc2nc1Cl)OCO3	-0.1	6	4	-1	-2	-5	0	-0.1	8
CCn1c(COc2cccc(C)c2C)nnc1SCC(=O)N1CCN(c2ccc(OC)cc2)CC1	5.1	9	-21	-4	-4	-5	2	5.1	1
Cn1c(CSc2nc3ccccc3n2C)nc2ccccc21	1.0	9	-15	-2	-3	-10	8	0.5	7
CCOc1ccc(C(=O)N2CCN(c3ccccc3)CC2)cc1OCC	1.4	16	-21	-1	-7	-15	1	0.7	10
COc1ccc(CN2CCCC(N3CCN(c4ccc(OC)cc4)CC3)C2)cc1 (stereo not drawn)	3.0	0	-16	-9	-6	-8	6	1.1	9
COc1ccc(N(CC(=O)Nc2cccc(C)c2C)S(=O)(=O)c2c(C)[nH]c(=O)[nH]c2=O)cc1	-0.2	4	-15	-2	-6	-14	2	0.1	11
CCOc1ccc(NC(=O)CSc2nc(=O)n(CCCN3CCOCC3)c3c2CCC3)cc1	-0.6	1	-17	-8	-5	21	-3	-1.5	-12
Cc1c(Cl)cccc1NC(=O)CNc1cccc(S(=O)(=O)N(C)C)c1	5.8	7	-3	-1	2	-6	-3	4.6	6
COc1cccc(C2Nc3ccccc3NC3=C2C(=O)CC(C)(C)C3)c1 (stereo not drawn)	0.5	3	-6	-5	0	-1	-4	0.2	5
COc1ccc(S(=O)(=O)N2CCOCC2)cc1NC(=O)c1c(-c2ccccc2)noc1C	.	1	.	-5	.	2	-13	.	0
